Kir21 inh: blocks the mouse Kir2.1 inward-rectifier potassium channel; HEK293-Kir2.1, FluxOR thallium flux fluorescence; active compounds read low; B-score at 10 µM; 310,000 tested, 0.85% active; AID 1672;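 active means fluorescence ratio B-score at or below minus 3 SD of library scores, with starting-brightness B-score within 2 SD, cut at about -4.2 in these data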;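 further: channel flux triggered by added potassium and thallium sulfate stimulus; B-score of peak minus minimum fluorescence over baseline after thallium stimulus; more negative B-score means stronger Kir2.1 block with less thallium influx; some compounds called inactive have numbers as strong as hits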
KCNQ2 inh: KCNQ2 channel blockers in CHO-K1 cells – cell-based, FluxOR thallium flux, B-score, primary screen (AID 2156). O88943. 20 min; active compounds read low. B-score at 10 µM. 310,000 tested, 1.1% active;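 active means fluorescence ratio B-score at most minus 3 library SDs, with starting brightness B-score within 2 library SDs, cut at about -5.5 in these data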
Target sequence (O88943 whole entry, looked up): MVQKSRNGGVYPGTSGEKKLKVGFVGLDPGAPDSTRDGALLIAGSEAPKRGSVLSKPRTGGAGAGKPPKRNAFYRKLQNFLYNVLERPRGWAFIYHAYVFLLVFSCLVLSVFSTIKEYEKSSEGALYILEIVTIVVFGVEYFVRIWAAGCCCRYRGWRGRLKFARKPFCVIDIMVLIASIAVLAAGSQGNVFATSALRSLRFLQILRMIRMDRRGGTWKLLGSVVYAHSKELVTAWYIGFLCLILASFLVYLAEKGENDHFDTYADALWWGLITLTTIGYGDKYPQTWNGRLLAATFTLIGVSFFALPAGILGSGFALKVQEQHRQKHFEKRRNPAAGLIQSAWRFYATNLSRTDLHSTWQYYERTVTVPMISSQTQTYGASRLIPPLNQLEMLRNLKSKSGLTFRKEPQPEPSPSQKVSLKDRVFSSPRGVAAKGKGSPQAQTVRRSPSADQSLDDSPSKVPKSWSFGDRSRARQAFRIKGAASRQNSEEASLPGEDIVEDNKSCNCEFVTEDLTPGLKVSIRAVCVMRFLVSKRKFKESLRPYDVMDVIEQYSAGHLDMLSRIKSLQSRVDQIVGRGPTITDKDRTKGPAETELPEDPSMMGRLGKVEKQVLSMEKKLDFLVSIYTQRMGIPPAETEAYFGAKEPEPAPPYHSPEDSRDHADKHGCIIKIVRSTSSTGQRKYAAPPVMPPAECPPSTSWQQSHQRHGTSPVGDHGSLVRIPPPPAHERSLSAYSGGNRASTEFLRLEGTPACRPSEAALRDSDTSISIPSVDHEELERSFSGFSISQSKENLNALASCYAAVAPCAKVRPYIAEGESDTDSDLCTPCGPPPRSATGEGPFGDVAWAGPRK
Numbers without * were called inactive; i = inactive.

Kir21 inh	KCNQ2 inh	SMILES
-0.99	i	CSc1ccc(C(=O)N2CCc3ccc(NC(=O)c4ccccn4)cc3C2)cc1
-0.02	i	O=C(CSc1nnc(-c2ccncc2)o1)N1CCc2ccccc2C1
1.3	i	N#CC1=CN(Cc2ccccc2)C=C(/C=N/Nc2ccccc2)C1
1.3	i	O=C(N[C@@H](Cc1ccc(O)cc1)C(=O)O)c1ccncc1
-1.4	i	O=C(C1CCCN(S(=O)(=O)c2ccc(F)cc2)C1)N(Cc1cccs1)C1CC1 (stereo unspecified)
-1.7	i	Cc1cc(-c2ccc(C)c(S(=O)(=O)NCc3ccc(OC(C)C)cc3)c2)on1
0.42	i	CC1Cc2ccccc2N1C(=O)CSc1nnc(Cn2nnc3ccccc32)n1C (stereo unspecified)
0.66	i	Cc1ccccc1COc1cccc(/C=N/NC(=O)c2nnn(-c3nonc3N)c2C)c1
0.33	i	O=C(c1ccc2ncsc2c1)N1CCN(c2nc3ccccc3s2)CC1
-0.38	i	O=C(C1CCC1)N1CCCc2cc(S(=O)(=O)N3CCN(c4ccccc4)CC3)ccc21
-1.1	i	CC1(C)Cc2c(c(N3CCOCC3)nc3snc(N)c23)CO1
-1.1	i	Cc1ccc(OCCCCn2cnc3ccccc32)c(C)c1
-0.21	i	COc1ccccc1-c1nnc(-c2ccc(C)cc2)o1
-0.07	i	Cc1ccc(NC2CCCN(C(=O)CSc3ccccn3)C2)cc1C (stereo unspecified)
-0.01	i	COc1ccccc1N1C(N)=NC(N)=NC12CCCCC2
-0.26	i	CCC(C)NC(=O)C1c2ccccc2C(=O)N(c2ccc(OC)cc2)C1c1ccc(OC)cc1 (stereo unspecified)
-1.1	i	CC1CCN(C(=O)c2ccc3c(c2)NC(=O)CN3)CC1
0.22	i	COc1ccc(S(=O)(=O)N2CCc3ccccc32)cc1C(=O)OCC(=O)c1c(N)n(C)c(=O)n(C)c1=O
1.1	i	Nc1c(-c2ccccc2Cl)cnn1-c1cccc([N+](=O)[O-])c1
-1.8	i	Cc1ccc(NC(=O)CCn2cnc3cc(C)c(C)cc32)cc1
0.58	i	COc1cc(C(=O)O[C@H]2C/C(C)=C/CC[C@@]3(C)O[C@@H]3[C@H](O)[C@@H]2C(C)C)cc(OC)c1OC
-0.06	i	Cc1ccccc1-c1cc2c(nn1)-c1ccccc1C2=O
0.57	i	CCc1ccccc1-n1cnc2cc(C(=O)O)ccc21
-0.24	i	Cc1ccc(NC(=O)N2CCCCCC2)cc1
0.48	i	CC(=O)Nc1ccc(S(=O)(=O)Nc2nc3ccccc3nc2Nc2ccc(O)cc2)cc1
-0.36	i	N#Cc1ccc(-c2cccnc2)nc1SCC(=O)Nc1sc2c(c1C#N)CCC2
-1	i	CN1CCN(c2nc(-c3ccc(Cl)s3)cs2)CC1
0.06	i	CC(=O)Nc1ccc(S(=O)(=O)N2CCN(S(=O)(=O)N3CCCCCC3)CC2)cc1
-1.9	i	CN(c1ccccc1)S(=O)(=O)c1cccc(NC(=O)CSc2nncs2)c1
-0.24	i	Cc1ccc(S(=O)(=O)N2c3ccccc3OCC2c2ccccc2)cc1 (stereo unspecified)

Gathered by group: the entries above with a thiophene ring, fused or not.
Kir21 inh	KCNQ2 inh	SMILES
-1.4	i	O=C(C1CCCN(S(=O)(=O)c2ccc(F)cc2)C1)N(Cc1cccs1)C1CC1 (stereo unspecified)
-0.36	i	N#Cc1ccc(-c2cccnc2)nc1SCC(=O)Nc1sc2c(c1C#N)CCC2
-1	i	CN1CCN(c2nc(-c3ccc(Cl)s3)cs2)CC1

Complete entries from above. Order of screens: Kir21 inh	KCNQ2 inh
Cc1ccccc1-c1cc2c(nn1)-c1ccccc1C2=O as listed: -0.06	i
CC(=O)Nc1ccc(S(=O)(=O)Nc2nc3ccccc3nc2Nc2ccc(O)cc2)cc1 as listed: 0.48	i
Cc1ccc(NC(=O)CCn2cnc3cc(C)c(C)cc32)cc1 as listed: -1.8	i
Nc1c(-c2ccccc2Cl)cnn1-c1cccc([N+](=O)[O-])c1 as listed: 1.1	i
CN(c1ccccc1)S(=O)(=O)c1cccc(NC(=O)CSc2nncs2)c1 as listed: -1.9	i

Next compounds
Kir21 inh	KCNQ2 inh	SMILES
-0.47	i	COc1cc(C=O)ccc1OS(=O)(=O)c1ccccc1[N+](=O)[O-]
-1.4	i	C/C(=N\NS(=O)(=O)c1ccc(C)cc1)c1ccc(C)s1
0.19	i	CCC(C)(NC(=O)c1ccc(=O)[nH]c1)C(=O)NC1CCCC1 (stereo unspecified)
0	i	CS(=O)(=O)c1ccc(C(=O)OCc2nnc(-c3ccccc3)o2)cc1[N+](=O)[O-]
-1.1	i	Cc1nnc2ccc(-c3ccc(NC(=O)c4ccco4)cc3)nn12
2.1	i	Cc1ccccc1N(C(=O)Cc1cccs1)C(C(=O)NC1CCCCC1)c1cn(C)nc1C (stereo unspecified)
0.07	i	CCOC(=O)Cc1csc(NC(=O)c2ccc(OC)c(OC)c2)n1
1.1	i	O=C(CNS(=O)(=O)c1ccc(Br)s1)N1CCN(C(=O)c2ccco2)CC1
-1.2	i	COC(=O)Cc1cc(=O)n2[nH]c(SC)nc2n1
-0.58	i	Cc1cc(C)c2c(N)c(C(=O)Nc3ccccc3F)sc2n1
1.7	i	CCOc1ccc(NC(=O)CN(C)C(=O)Cc2c[nH]c3ccccc23)cc1OCC
-1.7	i	O=C(NC1CCCN(Cc2ccc(Cl)cc2)C1)c1c(F)ccc(F)c1F (stereo unspecified)
-3.3	i	CCC(=O)N1CCc2cc(S(=O)(=O)CCC(=O)Nc3nc(C)cs3)ccc21
-0.27	i	Clc1ccc(CN2CCCCCC2)cc1
-0.02	i	Cc1cc(C)n(CCC(=O)N/N=C/c2ccc(Br)c([N+](=O)[O-])c2)n1
-2.1	i	CC(NC(=O)CN(C1CCCCC1)S(C)(=O)=O)c1ccccc1 (stereo unspecified)
-0.25	i	COc1ccc(C(=O)NCCC(C)C)cc1S(=O)(=O)N1CCOCC1
0.29	i	O=C(Cn1cnc2c(cnn2-c2ccccc2)c1=O)N1CCN(c2ccc(F)cc2)CC1
2.1	i	Cc1ccc(-c2nnc(Nc3ccc4c(c3)nc(C)n4C)c3ccccc23)cc1
-2.8	i	Cc1ccc(S(=O)(=O)N/N=C/c2ccc3nccnc3c2)cc1
-2.2	i	COc1cccc(OC)c1/C=C/C(=O)NC1CCCCC1
-0.14	i	Cc1ccc(S(=O)(=O)N(C)C)cc1NC(=O)C1Cc2ccccc2CN1C(=O)c1ccco1 (stereo unspecified)
-2.9	i	CC(C)OCCCNC(=O)c1ccc2c(c1)NC(=O)c1ccccc1S2
-0.38	i	CCC(C)(C)NC(=O)/C=C/c1ccc(OC)c(S(=O)(=O)N2CCOCC2)c1
-0.18	i	CC(C)=CCCC1(C)C=Cc2c(c(C)cc3c2[nH]c2cc(O)ccc23)O1 (stereo unspecified)
0.66	i	O=C(N/N=C/c1ccco1)C1CC1
0.58	i	CCOc1cc(/C=N/NC(=O)c2ccncc2)ccc1OS(C)(=O)=O
-0.44	i	COc1ccc(CC(=O)NC(=S)Nc2ccc(S(=O)(=O)NC(C)(C)C)cc2)cc1
-1.3	i	Oc1ccc(-c2onc(C(F)(F)F)c2-c2cscn2)c(O)c1
-0.7	i	Cc1ccc(CN2CCN(Cc3nc(C(C)C)cs3)CC2CCO)cc1 (stereo unspecified)
-1.1	i	CCOC(=O)N1CCC(NC(=O)CCC(=O)N2CC(C)Oc3ccccc32)CC1 (stereo unspecified)
0.65	i	COCCN(CCOC)S(=O)(=O)c1ccc(C(=O)NCCCN2CCOCC2)cc1
1.8	i	CC(O)CNc1ccc(-c2nn(C)c(=O)c3ccccc23)cc1[N+](=O)[O-] (stereo unspecified)
0.52	i	Cn1c(SCC(=O)Nc2cccc(Br)c2)nnc1-c1cc2ccccc2o1
-0.61	i	CCCc1nc2sc3c(SCC(=O)NCc4ccco4)ncnc3c2c2c1CCC2
-0.9	i	O=C(c1ccc(S(=O)(=O)N2CCCC2)cc1)N(Cc1ccco1)C1CCS(=O)(=O)C1 (stereo unspecified)
1.6	i	Cc1cc(NC(=O)c2ccc(N(C)S(=O)(=O)c3ccccc3)cc2)no1
0.45	i	CNC(=O)c1ccccc1NC(=O)C1CC(=O)N(C(C)C)C1 (stereo unspecified)
-1.7	i	COC(=O)[C@@H]1C[C@@]2(O)[C@H](O)[C@H](O)[C@H](O)C[C@H]2N1Cc1cc(F)ccc1F
-0.08	i	NC(=O)c1ccccc1NS(=O)(=O)c1ccc(F)cc1
-2	i	CC1CCC(C(C)C)C(OCC(O)CNC(C)c2ccccc2)C1 (stereo unspecified)
-0.98	i	COc1ccc(N/C=C\C(=O)c2ccc(Br)cc2)cc1OC
-1.1	i	COc1ccccc1N1CC(O)=C(c2nc3ccccc3c(=O)[nH]2)C1=N
0.07	i	O=C1Nc2ccccc2/C1=C/c1ccc([N+](=O)[O-])cc1
-0.14	i	CCOC(=O)c1cc(C(=O)c2ccccc2O)cn2c(=O)c3c(C)c(C)sc3nc12

Laid out differently: results already given
SMILES	Kir21 inh	KCNQ2 inh
CC(O)CNc1ccc(-c2nn(C)c(=O)c3ccccc23)cc1[N+](=O)[O-] (stereo unspecified)	1.8	i
Cn1c(SCC(=O)Nc2cccc(Br)c2)nnc1-c1cc2ccccc2o1	0.52	i
CCCc1nc2sc3c(SCC(=O)NCc4ccco4)ncnc3c2c2c1CCC2	-0.61	i
O=C(c1ccc(S(=O)(=O)N2CCCC2)cc1)N(Cc1ccco1)C1CCS(=O)(=O)C1 (stereo unspecified)	-0.9	i

Next part
Kir21 inh	KCNQ2 inh	SMILES
-0.41	i	Cc1cc2c(c(=O)o1)C1(C(=O)N(CC(=O)O)c3ccccc31)C(C#N)=C(N)O2 (stereo unspecified)
1.5	i	O=C(COc1ncnc2cc(Cl)ccc12)c1ccc2c(c1)OCCO2
-0.84	i	O=c1[nH]c(-c2ccc3c(c2)OCO3)nc2c1sc(=S)n2-c1ccccc1
0.37	i	O=C1c2ccccc2C(=O)N1c1cccc2cccnc12
-0.82	i	CC1CCCCN1C(=O)CCNC(=O)Cn1cnc2ccccc2c1=O (stereo unspecified)
1.2	i	CCCCn1c(SCC(=O)Nc2ccc3c(c2)OCO3)nc2c1c(=O)n(C)c(=O)n2C
-1.3	i	CCCc1[nH]n(-c2ccc([N+](=O)[O-])cc2)c(=O)c1C=NCCN1CCNCC1
-1.5	i	O=C(NS(=O)(=O)c1ccccc1)c1ccccc1F
-0.01	i	O=C(NCc1cccnc1)c1ccccc1Br
0.48	i	Cc1ccc(C(=O)NCC(=O)OCC(=O)NCC(F)(F)F)cc1
0	i	CCN1C(=O)/C(=C\c2cccn2-c2ccc([N+](=O)[O-])cc2)N(CC)C1=S
-1.4	i	Cn1ccnc1SCC(=O)Nc1cccc(O)c1
-0.02	i	COC(=O)CCCC1=CC2=CC(=O)C(C)(OC(=O)c3cccs3)C(=O)C2=CN1CCc1ccccn1 (stereo unspecified)
-1.3	i	COCC(=O)N1CCC(n2nnc3cc(F)ccc32)CC1
0.19	i	N#Cc1ccsc1NC(=O)C1CC(=O)N(Cc2ccccc2)C1 (stereo unspecified)
0.88	i	Cc1cccc(C)c1N(CC(=O)NN=C1CCCCCC1)S(C)(=O)=O
0.03	i	COC(=O)c1ccc(NC(=O)CSc2nnc(COc3ccccc3)n2C)cc1
-1.5	i	COc1cccc(NC(=O)CCC(=O)NCc2ccco2)c1
-0.09	i	CC1CC(C)CN(CC(=O)Nc2ccc3c(c2)OCCO3)C1 (stereo unspecified)
1.1	i	O=C(CN1CCc2[nH]c3ccccc3c2C1)N1CCCCC1
-0.1	i	NS(=O)(=O)c1ccc(CCNC(=O)c2ccc(Cn3c(=O)[nH]c4ccccc4c3=O)cc2)cc1
-0.56	i	CC(=O)c1ccc(OCc2cc(C(=O)N(C)C(C)c3nccs3)no2)cc1 (stereo unspecified)
-0.47	i	Cc1cccc(-c2nc(C)cc(=O)[nH]2)c1
-0.84	i	CCOC(=O)N1CCC(NC(=O)c2cc(COc3ccc(F)cc3Cl)on2)CC1
1.7	i	O=C(CSc1nnc(-c2ccoc2)o1)N1CCOCC1
-1.4	i	[N-]=[N+]=CC(=O)CC(c1ccccc1)N1C(=O)c2ccccc2C1=O (stereo unspecified)
0.24	i	Cc1ccc(N2CC(C(=O)NCCN3CCOCC3)CC2=O)cc1 (stereo unspecified)
-0.33	i	N#CC1(c2ccccc2)CCC(=O)N1c1ccccc1 (stereo unspecified)
-0.23	i	COc1cccc(NC(=O)N2CCc3ccccc3C2)c1
0.01	i	CCOC(=O)CC1(C)SC(NC(C)=O)=NN1C(C)=O (stereo unspecified)
1.3	i	N#Cc1ccncc1S(=O)c1ccc(Cl)cc1 (stereo unspecified)
-0.14	i	COc1cccc(NC(=O)N2C3CCCC2CC(NC(C)=O)C3)c1 (stereo unspecified)
0.43	i	Cc1nn(Cc2cccc(C(=O)O)c2)c(C)c1[N+](=O)[O-]
1.8	i	COC(=O)CSc1nnc(-c2c[nH]c3ccccc23)o1
-1.6	i	O=C1CSC(c2ccc(F)c(F)c2)N1c1ccccc1F (stereo unspecified)
1.1	i	CS(=O)(=O)Nc1nnc(CCc2ccccc2)s1
-0.96	i	Cc1cc(C)c(NC(=O)CN2CCC(NC(=O)NC3CCCCC3)CC2)c(C)c1
0.08	i	COc1ccc(NC(=O)NC2(C)CCS(=O)(=O)C2)cc1 (stereo unspecified)
-0.67	i	Cc1cc(C(=O)Cn2nc(C(=O)O)c3ccccc3c2=O)c(C)n1-c1ccc(OC(F)F)cc1
